Source: PubChem BioAssay (Broad Institute)
SIRT5 block: inhibitors of human sirtuin-5 desuccinylase; Q9NXA8; Purified SirT5, succinyl-peptide AMC, trypsin-coupled fluorescence; inhibition, % at 15 µM; actives 1.1% (n = 330,000); AID 652115; in the data active = inhibition above about 15%; inconclusive = no clear call, values can overlap the other calls
Target sequence (Q9NXA8 whole entry, looked up): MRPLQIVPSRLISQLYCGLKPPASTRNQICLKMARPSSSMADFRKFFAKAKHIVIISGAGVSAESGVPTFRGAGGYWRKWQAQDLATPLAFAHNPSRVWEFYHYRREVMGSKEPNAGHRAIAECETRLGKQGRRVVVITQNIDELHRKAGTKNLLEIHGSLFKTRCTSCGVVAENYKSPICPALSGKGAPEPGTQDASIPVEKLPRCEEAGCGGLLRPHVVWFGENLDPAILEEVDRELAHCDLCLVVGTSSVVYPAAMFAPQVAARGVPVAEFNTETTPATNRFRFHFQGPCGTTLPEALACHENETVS
ARNT-TACC3 inh: disrupts binding between human ARNT and TACC3; Q9Y6A5; AlphaScreen His-ARNT PAS-B/GST-TACC3 binding, luminescence; TACC3 fragment carries E629A point mutation; inhibition, % at 9.99 µM; actives 0.66% (n = 390,000);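 active = mean inhibition of replicates at least 50% and at least half of replicates each reaching 50%; inconclusive = half or more replicates reach 50% but mean below 50%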;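 also: 0% = complete ARNT plus TACC3 wells and 100% = ARNT alone without TACC3; many hits fall short of the cut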
LGR2 antag: blocks bursicon-induced cAMP signaling via Drosophila LGR2. HEK293 LGR2, CRE-luciferase, bursicon-stimulated, 4 h. inhibition, % at 9.99 µM. actives 0.35% (n = 380,000). AID 720647;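 active = drop in luminescence signal, shown as inhibition above about 50% in the replicate tests, limit read from the data, passing the limit was not always enough; inconclusive = probably only some replicates passing the limit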;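 also: agonist challenge used bursicon conditioned medium at about half maximal strength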
PAX8 inh HTS: lowers PAX8-driven luciferase in RMG-I cells; RMG-I TPO-luciferase reporter, SteadyGlo, 24 h; inhibition, % at 12.6 µM; actives 1.2% (n = 360,000); AID 652154;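 active = mean replicate inhibition at least 60% with every replicate also reaching 60%; inconclusive = only one of the two criteria is met; inactive = mean below 60% and not all replicates reaching 60%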;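 also: luciferase light reporting Pax8 driven TPO promoter activity; plate controls were median of neutral control wells for no effect and mitoxantrone controls for full effect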
CASP6 VEID inh: caspase-6 (human) enzyme inhibition | P55212 | purified caspase-6, Z-VEID-R110 cleavage fluorescence | inhibition, % at 12.5 µM | actives 0.53% (n = 350,000) | AID 686996;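 active = mean inhibition across replicates at least about 35%, with every replicate also reaching that limit, limit read from the data; inconclusive = only one of the two criteria met; inactive = neither criterion met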;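 also: 0% = median of neutral control wells and 100% = no fluorescence left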
Target sequence (P55212 24-179 limits assumed): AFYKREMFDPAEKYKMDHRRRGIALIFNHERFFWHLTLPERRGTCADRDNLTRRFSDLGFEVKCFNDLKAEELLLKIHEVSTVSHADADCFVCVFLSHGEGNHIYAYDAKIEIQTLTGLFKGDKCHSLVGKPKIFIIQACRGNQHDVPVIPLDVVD
Target sequence (P55212 194-293 limits assumed): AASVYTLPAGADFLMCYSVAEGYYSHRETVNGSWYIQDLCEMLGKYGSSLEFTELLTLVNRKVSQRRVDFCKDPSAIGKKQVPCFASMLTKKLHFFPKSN
EWS-Fli inh: EWS/Fli transcriptional activity inhibition; A673 NR0B1-luciferase reporter, viability-normalised; inhibition, % at 12.6 µM; actives 0.67% (n = 350,000); AID 651661;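 active = mean inhibition of at least 50% after viability correction, with every replicate also passing that limit; inconclusive = mean reaches 50% but only one of two replicates passes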;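 also: firefly luciferase signal divided by Alamar Blue viability fluorescence both relative to DMSO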
DENV2 CPE rescue: inhibitors of DENV2 cytopathic effect; DENV2-infected cells, cytopathic effect rescue, plate reader; CPE inhibition, % at 9.99 µM; actives 1.7% (n = 350,000); AID 651640; in the data active = CPE inhibition above about 20%, passing the limit was not always enough; inconclusive = no clear call, values can overlap the other calls; tested in BHK-21 cells;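 also: 0% = median of neutral control wells and 100% = median of positive control wells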
Starred values were filed as active, the others as inactive; ? = inconclusive; . = no result given. Not a hit list; about 4.9% have a hit in one of these screens.

SMILES | SIRT5 block | ARNT-TACC3 inh | LGR2 antag | PAX8 inh HTS | CASP6 VEID inh | EWS-Fli inh | DENV2 CPE rescue
CCOC(=O)c1c(S(=O)(=O)NCC(=O)Nc2cc(C)ccn2)c(C)n(C)c1C | -6 | 4 | 6 | 5 | 3 | -23 | 13
Cc1ccccc1C(=O)Oc1ccccc1N1C(=O)C2CC=CCC2C1=O (stereo not given) | . | -14 | 18 | 17 | . | . | .
COc1ccc(CC(=O)N(Cc2ccccc2)C(C)C)cc1 | -5 | 4 | 0 | -11 | -1 | -3 | -5
CCN(CC)S(=O)(=O)c1ccc2oc(C(=O)NC3CC3)c(C)c2c1 | -3 | -5 | 6 | 12 | 0 | 4 | 12
CCOC(=O)c1ccccc1NC(=O)COC(=O)c1ccc(OCC(=O)N2CCOCC2)c(OCC)c1 | -4 | -1 | 3 | 6 | 5 | 4 | -8
CC(=O)Nc1ccc(C(=O)CN2C(=O)NC3(CCCc4ccccc43)C2=O)c(F)c1 (stereo not given) | -2 | -8 | 6 | 5 | -2 | 4 | -3
CN1CCN(C(=O)C[C@@H]2CC[C@H]3[C@@H](COC[C@H](O)CN3Cc3cccc(F)c3)O2)CC1 | 12 | -15 | -2 | 3 | 0 | -7 | -2
CO[C@@H]1CN(C)C(=O)c2ccc(NS(=O)(=O)c3cn(C)cn3)cc2OC[C@H](C)NC[C@H]1C | 0 | -3 | -12 | -9 | . | 1 | 1
CCOc1ccc(NC(=O)CN(C)C(=O)c2cc(-c3ccncc3)nc3ccccc23)cc1OCC | -2 | 3 | 12 | 22 | 1 | 4 | 3
Cc1ccc(CN2CCC(N3CCC(C(=O)NCC4CCCO4)CC3)CC2)o1 (stereo not given) | 0 | 23 | -2 | -3 | -10 | 7 | -5
CCN(CC)C(=O)c1cccc(-c2csc(C(O)(c3ccccc3)C(F)(F)F)n2)c1 (stereo not given) | . | . | 21 | 20 | 0 | -14 | 11
O=C1C2C3C=CC(C4CC34)C2C(=O)N1/N=C/c1ccc(-c2cccc([N+](=O)[O-])c2)o1 (stereo not given) | . | 5 | -3 | -5 | . | . | .
Cc1ccc(C(=O)OCC(=O)NCc2ccc(Cl)cc2)s1 | . | . | 0 | -13 | -1 | -6 | -7
Cc1cccc(NC(=O)C(Cc2ccccc2)c2nn[nH]n2)c1C (stereo not given) | -4 | 2 | -2 | -7 | 0 | 12 | 1
O=C(CSc1nnc(-c2ccccc2Cl)o1)N1CCCC1 | -1 | 10 | -2 | -72 | 1 | -145 | 0
O=C(O)CN1c2cccc3cccc(c23)S1(=O)=O | -2 | 9 | -5 | 14 | 11 | 3 | 10
COc1cc(OC)c2c(-c3cccc(/C=C/c4ccc(F)cc4)c3)cc(=O)oc2c1 | 0 | 7 | -71 | -88 | 0 | -80 | 1
CCc1cccc(NC(=O)c2cccc3c2C(=O)N(CC2CCCO2)C3)c1 (stereo not given) | 10 | 3 | -12 | 1 | -1 | -3 | 8
CO[C@H](CN(C)Cc1cc(F)ccc1F)[C@H](C)CN([C@@H](C)CO)S(=O)(=O)c1ccc(C)cc1 | -4 | 2 | 0 | . | -1 | 1 | -2
CC=Cc1ccc2n(c1=O)C[C@@H]1[C@@H](CO)[C@H](C(=O)N3CCOCC3)N(Cc3ccccc3)[C@H]21 (mixture of isomers) | 9 | 2 | -4 | . | -6 | -3 | -4
CC(NC(=O)Cn1c(NCCO)nc2ccccc21)C1CC2CCC1C2 (stereo not given) | 1 | -3 | -6 | -60 | -6 | 7 | -6
CCCCc1ccc(C2C3=C(CC(C)(C)CC3=O)NC3=C2C(=O)c2ccccc23)cc1 (stereo not given) | 0 | 8 | 32 | 23 | 0 | 16 | -4
COc1ccc(NC(=O)NNC(=O)c2cc(C3CC3)nc3ccccc23)c(OC)c1 | 0 | 4 | -5 | -30 | 5 | . | -14
Cc1cc(=O)oc2cc(OCC(=O)N3CCCC3)c(Cl)cc12 | -4 | -1 | -2 | -12 | 0 | -7 | 1
COc1cccc(-c2cnc(C(O)c3ccc(Cl)c(F)c3)[nH]2)c1 (stereo not given) | . | . | -2 | -6 | 3 | -9 | 5

(next part)
SMILES | SIRT5 block | ARNT-TACC3 inh | LGR2 antag | PAX8 inh HTS | CASP6 VEID inh | EWS-Fli inh | DENV2 CPE rescue
O=C(NNC(=S)Nc1ccc(Br)cc1Cl)c1ccco1 | -2 | -4 | . | -48 | 0 | -10 | -2
CCN(C[C@@H]1[C@@H](c2ccc(-c3cccnc3)cc2)[C@@H](CO)N1C(C)=O)C(C)=O | -4 | -7 | 1 | 0 | 4 | -2 | -3
Cc1ccc(C)c(C(O)c2ncc(-c3ccccc3F)[nH]2)c1 (stereo not given) | . | . | -56 | -7 | 0 | -24 | 15
O=C(CCCSc1nc2ccccc2[nH]1)Nc1nnc(C2CC2)s1 | 0 | -4 | 12 | 2 | -1 | 5 | 1
COc1ccc(S(=O)(=O)N2CCN(C(=O)c3ccc(NC(C)=O)cc3)CC2)cc1 | 14 | 1 | -4 | -14 | 4 | -2 | ?
CN(Cc1ccc(C(F)(F)F)cc1)C(=O)[C@H]1O[C@@H](n2cnc3c(N)ncnc32)[C@H](O)[C@@H]1O | -3 | . | -8 | 0 | 0 | 4 | 6
CCNC(=O)C[C@H]1CC[C@@H]2[C@@H](COc3ccc(NC(C)=O)cc3C(=O)N2C)O1 | -1 | 3 | -1 | -26 | 4 | 2 | -10
O=c1oc2ccc(Cl)cc2cc1-c1ccccc1 | . | -3 | 0 | -23 | . | . | .
Cn1c(CC(=O)Nc2ccc(F)cc2)nnc1SCC(=O)Nc1nncs1 | -3 | 2 | 11 | -1 | -2 | -4 | 3
CCCNC(=O)[C@H]1[C@H](CO)[C@H]2Cn3c(cccc3=O)[C@@H]1N2C(=O)C1CC1 | -1 | -27 | 0 | . | -1 | -3 | 3
Cc1ccccc1N1CCN(CCCCN2C(=O)C3CCCN3C2=O)CC1 (stereo not given) | . | -5 | -7 | 13 | . | . | .
CC(=O)CC(=O)Nc1nc(C)cc(C)n1 | 0 | -5 | . | -2 | -1 | 9 | -2
CC(C)NC(=O)N(C)C[C@@H]1Oc2cc(-c3cncnc3)ccc2S(=O)(=O)N([C@@H](C)CO)C[C@H]1C | 1 | 0 | -1 | . | -1 | -12 | 2
COc1ccccc1N1CCN(C(CNC(=O)C2CCCCC2)c2cccnc2)CC1 (stereo not given) | -1 | -1 | 0 | -11 | 0 | 5 | 0
Cc1noc(C)c1NC(=O)Nc1cccc2c1O[C@H](CN(C)Cc1ccccc1)[C@@H](C)CN([C@@H](C)CO)C2=O | 1 | -18 | 13 | 0 | 0 | -3 | 2
C[C@H]1CN([C@@H](C)CO)C(=O)c2cc(NS(=O)(=O)c3cccs3)ccc2O[C@@H]1CN(C)Cc1ccc(Oc2ccccc2)cc1 | 3 | 6 | 5 | . | -3 | 0 | 2
CCCCN1C(=O)C(CC(=O)NC2CCCC2)CC(C(=O)N(C(C)C)C(C)C)=C1C (stereo not given) | 0 | . | 6 | -6 | -1 | -6 | -3
COc1cccc(NC(=O)c2ccc(NC(=O)C(C)C)cc2)c1 | -3 | -6 | -20 | -75 | -2 | -65 | -4
C[C@@H](NC(=O)C[C@H]1CC[C@H](NC(=O)C2CCC2)[C@H](CO)O1)c1ccccc1 | 2 | 0 | 4 | 2 | 2 | 6 | 2
CC1=N/C(=C/c2ccco2)C(=O)O1 | 5 | -14 | 16 | -1 | 35 | 2 | .
COc1ccc(NC(=O)N(C)C[C@@H]2Oc3ccc(NC(=O)Nc4ccc(F)cc4)cc3CC(=O)N([C@@H](C)CO)C[C@@H]2C)cc1 | 0 | -3 | -3 | . | 1 | -7 | 50*
c1ccc(NC2=NCCN2CCCC2CCCC2)cc1 | -4 | -4 | 1 | 14 | 1 | 1 | -11
O=C(C[C@@H]1C[C@@H]2c3cc(NS(=O)(=O)c4ccc(F)cc4)ccc3O[C@@H]2[C@@H](CO)O1)NCc1cccc(F)c1 | -1 | -6 | -3 | 10 | 1 | 1 | ?
O=S(=O)(c1ccc(-c2ccccc2)cc1)N1C[C@@H]2N[C@H](C1)C2c1ccc(-c2ccncc2)cc1 (stereo not given in full) | . | . | 25 | 4 | . | 1 | -1
CC1=NN2C(=N)/C(=C\c3cc(C)n(-c4cccc(C)c4)c3C)C(=O)N=C2S1 | 1 | 7 | 6 | 2 | 2 | 9 | -4

Further records
SMILES | SIRT5 block | ARNT-TACC3 inh | LGR2 antag | PAX8 inh HTS | CASP6 VEID inh | EWS-Fli inh | DENV2 CPE rescue
CN(C)C(=O)C[C@H]1CC[C@@H]2[C@H](COc3ccc(NC(=O)C4CCOCC4)cc3C(=O)N2C)O1 | 0 | -6 | -8 | -6 | 0 | -5 | 1
Cc1ccc(S(=O)(=O)N2CCN(C(=O)c3ccccc3)C2C(C)C)cc1 (stereo not given) | -2 | -3 | -14 | . | 1 | 3 | .
C[C@@H]1CN([C@@H](C)CO)C(=O)c2cc(NS(=O)(=O)c3ccc(F)cc3)ccc2O[C@H]1CN(C)Cc1ccccc1 | 1 | -6 | 5 | -8 | -1 | 5 | -1
C[C@@H]1CN([C@H](C)CO)C(=O)c2cccc(NC(=O)c3nc4ccccc4s3)c2O[C@H]1CN(C)Cc1ccc(Oc2ccccc2)cc1 | 2 | . | 14 | 14 | 0 | -5 | -1
CCOC(=O)C1CCCN(C(=O)COC(=O)c2cccs2)C1 (stereo not given) | 0 | -5 | -4 | -44 | -1 | -1 | -6
COc1ccccc1NC(=O)c1ccccc1C(=O)Nc1ccccc1OC | -1 | 5 | 7 | -5 | -1 | -2 | 5
CCN(CC(=O)Nc1ccc(OC)cc1)C(=O)c1ccc(OCc2c(C)noc2C)cc1 | -3 | -2 | -5 | 1 | -3 | 1 | -1
C[C@]12c3[nH]c4ccc(Cl)cc4c3CCN1C(=O)[C@@H](CC(=O)NCCCn1ccnc1)C[C@@H]2C(=O)N1CCCCC1 | 1 | 6 | -9 | 7 | -18 | 3 | 16
COc1ccc(Cl)cc1NC(=O)NNC(=O)C(=O)Nc1ccc(F)cc1 | -3 | . | . | -31 | -3 | -12 | -10
COc1ccc2ccccc2c1/C=N/NC(=S)Nc1cc(S(=O)(=O)N2CCOCC2)ccc1N1CCOCC1 | . | -6 | 1 | 15 | . | . | .
O=C(Nc1ccc(Cl)cc1)N[C@H]1CC[C@@H](CCn2cc(-c3ccccc3F)nn2)O[C@H]1CO | 1 | 17 | -14 | 42 | 2 | 3 | -7
CC(C)C(c1nnnn1C1CCCC1)N1CCC(C(N)=O)CC1 (stereo not given) | 7 | 0 | -16 | 19 | -2 | 4 | 5
CN(C)C(=O)c1cccc(-c2ccccc2[C@@H]2[C@H](C#N)N(C(=O)C3CCC3)[C@H]2CO)c1 | -1 | . | 3 | . | 2 | -12 | 0
CCCc1ccc2oc(C(=O)N(Cc3ccncc3)CC3CCCO3)c(C)c2c1 (stereo not given) | 3 | 6 | -5 | 11 | 3 | 9 | -6
CCOC(=O)/C=C/c1nc(C(=O)OCC)c(C)c(=O)[nH]1 | 1 | . | 6 | 2 | 1 | -36 | 1
OCCC1CN(Cc2cccs2)CCN1Cc1ccccc1 (stereo not given) | 0 | 0 | 19 | 19 | 1 | 7 | 7
CCN(CC)S(=O)(=O)c1ccc2c(c1)nc(CCC(=O)Nc1ccc3c(c1)OCO3)n2C | . | -27 | -8 | 8 | . | . | .

Molecules listed so far that contain a CF3 group, in the order listed:
SMILES | SIRT5 block | ARNT-TACC3 inh | LGR2 antag | PAX8 inh HTS | CASP6 VEID inh | EWS-Fli inh | DENV2 CPE rescue
CCN(CC)C(=O)c1cccc(-c2csc(C(O)(c3ccccc3)C(F)(F)F)n2)c1 (stereo not given) | . | . | 21 | 20 | 0 | -14 | 11
CN(Cc1ccc(C(F)(F)F)cc1)C(=O)[C@H]1O[C@@H](n2cnc3c(N)ncnc32)[C@H](O)[C@@H]1O | -3 | . | -8 | 0 | 0 | 4 | 6
